Screening results from PubChem BioAssay.
Tau ThT inhib = inhibitors of human tau fibril formation, thioflavin T binding. P10636. Potency, µM (highest dose often 57.4 µM), for inactives: at the top dose activity, negative = inhibition, most hits filed as inhibitors. hit rate 2.1% among 270,000. recombinant tau K18 P301L, heparin-induced fibrillization, ThT fluorescence; also: nearly all actives have a fitted effect of over 55% in size
Target sequence (P10636 561-689 P618L limits assumed): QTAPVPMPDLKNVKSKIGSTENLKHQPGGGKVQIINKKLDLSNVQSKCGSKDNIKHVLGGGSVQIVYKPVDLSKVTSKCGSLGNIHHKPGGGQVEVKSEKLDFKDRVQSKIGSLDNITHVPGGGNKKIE
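K18 P301L tau (15 uM + 0.24 uM Alexa 594-tagged), heparin 20 uM, NaOAc pH 7, 6 h 37 C; ThT 30 uM, 1 h RT, ex 450/em 510 nm.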
aGal spleen mod = inhibitors or activators of human alpha-galactosidase in spleen homogenate; human spleen homogenate, 4MU-alpha-Gal fluorescence, 40 min; hit rate 0.008% among 240,000; Potency, µM (top dose mostly 80 µM), for inactives: top-dose activity change, negative = inhibition, usual class: inhibitors; P06280;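 also: 0% = enzyme with vehicle and -100% = no enzyme basal signal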
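qHTS titration in buffer at pH 5.0. Alpha-galactosidase activity in spleen homogenate was measured via 4-methylumbelliferone release from 1 mM fluorogenic substrate after 40 min at 37C and a pH 10 stop. AC50 came from Hill fits of control-normalized data.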
TR SRC2 fluor cs = counter-screen for TRb-SRC2 inhibitors: fluorescence interference | TRb/SRC2 Texas Red total fluorescence interference | Potency, µM (top dose mostly 106 µM), for the others: at the top dose fluorescence change, negative = quenching | hit rate 0.29% among 280,000; active = well fitted curve in either direction with a large enough effect; inconclusive = small, poorly fitted or top-dose-only effect
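Flags fluorescent or light-absorbing compounds by total fluorescence, S + 2P, at 555 nm excitation and 632 nm emission. Mixture: 20 nM Texas Red SRC2 peptide, 0.6 uM human TRb LBD, 1 uM T3, 5% DMSO; compound exposure 5 h at ambient temperature.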
Tau FP inhib = tau fibrillization inhibition (FP); K18 P301L tau heparin fibrillization, Alexa594 FP, 6 h; Potency, µM (titrated, usually from 57.7 µM), inactives show top-dose activity, negative = inhibition, most hits filed as inhibitors; hit rate 0.39% among 280,000; AID 1468; also: nearly all actives have a fitted effect of over 55% in size
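Compound effects on tau fibrillization are measured by Alexa 594 fluorescence polarization (ex 555, em 632 nm). K18 P301L tau is used at 15 uM with 0.24 uM labeled tracer, and 20 uM heparin induces aggregation over 6 hr at 37 C.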
Tau fluor cs = counter-screen for tau fibril formation inhibitors | tau K18 P301L Alexa594 fluorescence, heparin fibrillization | Potency, µM (titrated, usually from 57.7 µM), for inactives: top-dose activity change, negative = decrease | hit rate 0.93% among 280,000 | AID 1463; also: nearly all actives have a fitted effect of over 55% in size
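Human tau K18 P301L (15 uM unlabeled, 0.24 uM Alexa 594-labeled) in 100 mM sodium acetate pH 7 with 20 uM heparin, 6 hr at 37 C. ThT 30 uM added, 1 hr ambient; Alexa 594 FP and total fluorescence read at 555/632 nm.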
ALDH1A1 block = blocks purified human ALDH1A1 activity. P00352. Purified ALDH1A1, NADH fluorescence, propionaldehyde substrate. Potency, µM (titrated, usually from 75.3 µM), for inactives: top-dose activity, negative = inhibition, usual class: inhibitors. hit rate 7.3% among 220,000; active = well fitted inhibition curve with a large enough effect, not every such curve was filed as active; inconclusive = small, poorly fitted or top-dose-only effect, or another doubt; inactive = no such curve, though single readings can be large or run the other way;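 also: plate controls were no enzyme wells and a reference inhibitor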
L3MBTL1 block = L3MBTL1 (human) inhibition; AlphaScreen L3MBTL1–H3K9me1 peptide binding; Potency, µM (highest dose often 57.1 µM), for inactives: top-dose activity, negative = inhibition, most hits filed as inhibitors; hit rate 0.66% among 230,000; AID 485360; also: nearly all actives have a fitted effect of over 60% in size
Target sequence (Q9Y468 whole entry, looked up): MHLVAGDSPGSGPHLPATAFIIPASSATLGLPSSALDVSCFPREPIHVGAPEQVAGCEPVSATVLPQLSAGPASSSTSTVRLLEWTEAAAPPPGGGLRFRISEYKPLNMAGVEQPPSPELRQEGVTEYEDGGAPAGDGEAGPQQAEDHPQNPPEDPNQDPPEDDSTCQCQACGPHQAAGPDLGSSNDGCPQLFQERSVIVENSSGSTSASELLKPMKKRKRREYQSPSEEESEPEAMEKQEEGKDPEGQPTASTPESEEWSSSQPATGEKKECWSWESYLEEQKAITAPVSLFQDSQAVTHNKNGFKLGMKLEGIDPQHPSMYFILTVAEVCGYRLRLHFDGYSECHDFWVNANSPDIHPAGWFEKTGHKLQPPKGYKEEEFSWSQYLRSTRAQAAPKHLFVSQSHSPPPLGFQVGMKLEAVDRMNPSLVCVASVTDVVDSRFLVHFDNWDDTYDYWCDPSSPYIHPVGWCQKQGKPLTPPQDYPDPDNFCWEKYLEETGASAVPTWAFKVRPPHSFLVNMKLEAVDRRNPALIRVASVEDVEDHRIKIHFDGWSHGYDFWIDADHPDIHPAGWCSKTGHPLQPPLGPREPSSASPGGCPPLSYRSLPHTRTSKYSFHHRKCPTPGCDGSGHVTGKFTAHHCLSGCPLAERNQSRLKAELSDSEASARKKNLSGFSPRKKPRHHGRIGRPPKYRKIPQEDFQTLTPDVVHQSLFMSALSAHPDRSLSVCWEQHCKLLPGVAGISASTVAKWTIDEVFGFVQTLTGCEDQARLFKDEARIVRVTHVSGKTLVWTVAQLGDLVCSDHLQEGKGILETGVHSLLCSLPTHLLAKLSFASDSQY
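First, the protein-peptide complex forms for 30 min at room temperature (L3MBTL1 50 nM, biotinylated H3K9me1 peptide 75 nM). Next, compounds are pin-transferred and incubated 30 min. Finally, AlphaScreen beads are added and read after 30 min.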
TRb-SRC2 inh = disrupts binding of human TR beta to SRC2. Potency, µM (series often up to 106 µM), inactives show at the top dose activity change, negative = inhibition, hits mostly inhibitors. P10828. hit rate 0.065% among 280,000. TRbeta-SRC2 peptide binding, fluorescence polarization; receptor liganded with 1 µM T3;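 also: plate controls were bound peptide for no effect and peptide without receptor for full effect; nearly all actives have a fitted effect of over 50% in size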
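Assay buffer: 20 mM Tris-HCl, 100 mM NaCl, 10% glycerol, 1 mM EDTA, 0.01% NP-40, 1 mM DTT, 1 uM T3, 5% DMSO; TRb LBD 0.6 uM, Texas Red SRC2 20 nM; FP after 5 hr.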
* hit, by the source's call; ? = inconclusive; / = no result given; & = joins results of further samples; [ ] = another dose, or the depositor's remark. Unless noted, calls follow the shape of the dose curve; as a rule, active = well fitted curve in the direction sought with a large enough effect; inconclusive = small, poorly fitted or top-dose-only effect, or another doubt; inactive = no such curve, though single readings can be large; an effect the other way counts as inactive or inconclusive. Unless noted, % is scaled to controls: 0 for no effect and ±100 for the full control effect; potency is read from the fitted curve at half-maximal effect.

SMILES	Tau ThT inhib	aGal spleen mod	TR SRC2 fluor cs	Tau FP inhib	Tau fluor cs	ALDH1A1 block	L3MBTL1 block	TRb-SRC2 inh
Cc1ccc(C2=NN(S(=O)(=O)c3ccccc3)C(c3ccccc3O)C2)cc1 (stereo unspecified)	-4%	-2%	1%	?	?	7%	/	3%
COCc1nnc(NC(=O)CCCOc2ccccc2)s1	-10%	3%	0%	3%	-1%	-22%	6%	-1%
CCCSc1nnc(NC(=O)Cc2coc3cc(C)ccc23)s1	-3%	/	8%	-5%	-3%	/	/	0%
Cn1ncc(Cl)c1C(=O)N/N=C/c1cccc(OC2CSC2)c1	1%	2%	1%	-5%	-5%	6%	-1%	-2%
COc1ccc(S(=O)(=O)NNC(=O)c2cc3c4ccccc4n(C)c3s2)cc1	-8%	-18%	1%	?	-8%	?	-3%	-4%
CC(C)OCCCNC(=O)CCCn1c(SCC(=O)c2ccc(F)cc2)nc2c(sc3ccccc32)c1=O	0%	/	-6%	-9%	-7%	/	/	2%
CCCCS(=O)(=O)/C=C/[C@H]1[C@H](S(=O)(=O)CCCC)[C@H]2C=C[C@@H]1C2	-12%	5%	-5%	-12%	-8%	?	2%	2%
CCc1nc(-c2cc3ccc(C)cc3[nH]c2=O)no1	?	8%	-1%	-4%	-5%	?	/	10%
Oc1c(C(c2ccc(F)cc2)N2CCc3ccccc3C2)sc2ncnn12 (stereo unspecified)	-2%	-8%	-1%	0%	-2%	?	-8%	1%
CCOC(=O)N1CCN(c2c(NCCN(C)Cc3ccccc3)c(=O)c2=O)CC1	-8%	-7%	-7%	6%	-1%	?	-1%	-9%
N#C/C(=N/Nc1ccc([N+](=O)[O-])cc1)C(=N)N1CCCCC1	10µM*	-15%	-4%	0%	-29%	?	/	1%
COc1ccccc1N1CCN(C(=O)c2cc3c(s2)-c2ccccc2OC3)CC1	?	/	-77%[53 µM]	4%	-25%	/	-9%	-16%[53 µM]

Gathered by group: those above with an aryl thioether with sulfur outside any ring.
SMILES	Tau ThT inhib	aGal spleen mod	TR SRC2 fluor cs	Tau FP inhib	Tau fluor cs	ALDH1A1 block	L3MBTL1 block	TRb-SRC2 inh
CCCSc1nnc(NC(=O)Cc2coc3cc(C)ccc23)s1	-3%	/	8%	-5%	-3%	/	/	0%
CC(C)OCCCNC(=O)CCCn1c(SCC(=O)c2ccc(F)cc2)nc2c(sc3ccccc32)c1=O	0%	/	-6%	-9%	-7%	/	/	2%

The list goes on.
SMILES	Tau ThT inhib	aGal spleen mod	TR SRC2 fluor cs	Tau FP inhib	Tau fluor cs	ALDH1A1 block	L3MBTL1 block	TRb-SRC2 inh
Cc1ccc(/C=N/Nc2nc3ccccc3[nH]2)s1	7.9µM*	5%	-21%	?	?	1%	-10%	3%
COc1ccc(CNC(=O)Cc2ccc(NC(=O)N3CCSc4ncccc43)cc2)cc1OC	15%	/	-2%	3%	16%	/	/	-7%
O=C(O)c1ccc(COc2ccc(CO)cc2Cl)cc1	-2%	4%	0%	1%	4%	15%	/	-2%
NC(=O)CCc1c[nH]c2ccccc12	-8%	2%	-1%	0%	0%	-9%	1%	7%
CCN(C(=O)CCc1nc(-c2ccc(C)cc2)no1)c1cccc(Cl)c1	-15%	/	-1%	1%	-10%	/	/	5%
CN1CCN(S(=O)(=O)c2cc([N+](=O)[O-])ccc2N/N=C/c2ccc(Cl)cc2)CC1	-11%	3%	-3%	6%	-2%	6%	-1%	2%
COc1ccccc1N(O)C1CC(=O)N(c2ccc(F)cc2)C1=O (stereo unspecified)	14µM*	2%	-8%	?	16µM*[quencher]	1.3µM*	-26%	?
COc1ccc(NC(=O)N2CCC(c3nc(-c4cccs4)no3)CC2)cc1	-12%	3%	3%	4%	-16%	-9%	-11%	-1%
COc1ccccc1NC(=O)Cn1c(=O)n(-c2ccc(C)cc2)c(=O)c2ccc(C(=O)NCc3ccco3)cc21	4%	/	0%	-14%	-21%	/	/	-2%
COc1ccccc1OCC(=O)NNC(=O)c1cnccn1	8%	-3%	-1%	-1%	3%	5%	11%	1%
COc1ccc(S(=O)(=O)N2CCCC(C(=O)NCCC3=CCCCC3)C2)cc1 (stereo unspecified)	5%	0%	-3%	-1%	7%	6%	2%	-7%
Cn1c(/C=N/NC(=O)c2ccccc2Br)nc2ccccc21	-15%	1%	0%	-5%	-10%	?	-1%	10%
Cc1ccccc1OCCCC(=O)NCc1ccco1	-2%	-2%	0%	8%	0%	4%	-1%	4%
CCOc1ccccc1N1CCN(C(=O)C(Sc2ccccc2)c2ccccc2)CC1 (stereo unspecified)	-18%	2%	-3%	?	-12%	-15%	-1%	1%
CN(C)CCCNC(=O)c1ccc(CN(c2ccccc2)S(C)(=O)=O)cc1	1%	1%	-1%	5%	0%	5%	-4%	-5%
Cc1cc(C)c(C(N)=O)c(Nc2cccc(Cl)c2C)n1	-11%	2%	2%	?	-16%	11%	4%	-8%
COc1ccc(C2=NOC(C(=O)Nc3ccc(C(C)=O)cc3)C2)cc1OC (stereo unspecified)	?	-1%	-3%	-4%	-15%	-17%	-1%	-1%
COc1ccc(NC(=O)C(=O)NNC(=O)c2cccs2)cc1	?	-4%	-3%	-10%	-7%	5%	2%	-4%
COc1ccc(-c2nc(N)n[nH]2)cc1	-13%	-1%	0%	-1%	-9%	-5%	/	11%
COC(=O)c1cc(OC)c(OC)cc1N=CC1=C(O)CC(C)(C)CC1=O	-6%	1%	4%	1%	0%	1µM*	-3%	0%
CCOc1cccc(NC(=O)C2CC(=O)N(CC)C(=Nc3ccc(F)cc3)S2)c1 (stereo unspecified)	8%	/	-2%	?	?	/	/	0%
COc1ccc(S(=O)(=O)NCCSc2nnnn2-c2ccccc2)cc1OC	-15%	/	8.9µM*[quencher]	-11%	?	/	/	-8%
Cc1ccc(/C=N/c2sc3c(c2C#N)CCC3)o1	?	11%	/	3%	-14%	10µM*	?	/
COc1ccc(-c2n[nH]c(=S)n2C2CCCCC2)cc1	-8%	4%	0%	-2%	-11%	?	2%	-4%

Given as labelled records: 4 of the compounds above.
smiles: COc1ccc(C2=NOC(C(=O)Nc3ccc(C(C)=O)cc3)C2)cc1OC (stereo unspecified)
  Tau ThT inhib: ?	aGal spleen mod: -1%	TR SRC2 fluor cs: -3%	Tau FP inhib: -4%	Tau fluor cs: -15%	ALDH1A1 block: -17%	L3MBTL1 block: -1%	TRb-SRC2 inh: -1%

smiles: COc1ccc(NC(=O)C(=O)NNC(=O)c2cccs2)cc1
  Tau ThT inhib: ?	aGal spleen mod: -4%	TR SRC2 fluor cs: -3%	Tau FP inhib: -10%	Tau fluor cs: -7%	ALDH1A1 block: 5%	L3MBTL1 block: 2%	TRb-SRC2 inh: -4%

smiles: COc1ccc(-c2nc(N)n[nH]2)cc1
  Tau ThT inhib: -13%	aGal spleen mod: -1%	TR SRC2 fluor cs: 0%	Tau FP inhib: -1%	Tau fluor cs: -9%	ALDH1A1 block: -5%	L3MBTL1 block: /	TRb-SRC2 inh: 11%

smiles: COC(=O)c1cc(OC)c(OC)cc1N=CC1=C(O)CC(C)(C)CC1=O
  Tau ThT inhib: -6%	aGal spleen mod: 1%	TR SRC2 fluor cs: 4%	Tau FP inhib: 1%	Tau fluor cs: 0%	ALDH1A1 block: 1µM*	L3MBTL1 block: -3%	TRb-SRC2 inh: 0%

(more compounds)
SMILES	Tau ThT inhib	aGal spleen mod	TR SRC2 fluor cs	Tau FP inhib	Tau fluor cs	ALDH1A1 block	L3MBTL1 block	TRb-SRC2 inh
CCOc1ccc(CCNS(=O)(=O)c2c(C)n[nH]c2C)cc1OCC	-15%	-17%	1%	-3%	-15%	5%	4%	-14%
CCCCC1=CC2=CC(=O)C(C)(OC(=O)C3CCCC3)C(=O)C2=CO1 (stereo unspecified)	?	-8%&-1%	2%&29%	-7%&-3%	-11%&-19%	-1%	/	0%&12%
COc1ccc(/C=N/Nc2nc(N3CCCC3)nc(N3CCCC3)n2)cc1	-17%	2%	-1%	10%	-8%	16%	0%	-8%
CCCS(=O)(=O)n1nc(-c2ccc(Br)cc2)cc1N	-4%	-11%	0%	-14%	?	12%	?	2%
Cc1cccc(N2CCN(C(=O)CCS(=O)(=O)c3ccc4c(c3)oc(=O)n4C)CC2)c1C	-11%	/	-3%	3%	-11%	/	/	-2%
Cc1ccc(NC(=S)N/C(=N/S(=O)(=O)c2ccccc2)c2ccccc2)cc1	-5%	-4%	-1%	0%	-12%	?	/	1%
CCOC(=O)N1CCC(N2C(=O)c3ccccc3C2Nc2cc(C)cc(C)c2)CC1 (stereo unspecified)	-13%	7%	-1%	11%	-12%	/	-16%	2%
CC1CCCC(C)N1C(=O)c1ccccc1Nc1ccc(SC(F)F)cc1 (stereo unspecified)	-7%	-5%	-1%	2%	-5%	1%	-8%	-7%
COCCN(Cc1cc2cc3c(cc2[nH]c1=O)OCO3)C(=O)c1cccs1	-15%	2%	1%	-7%	-5%	?	-4%	-3%
N#CCSc1nc2c(cc1C#N)CCCCCC2	-1%	2%	-1%	5%	-11%	?	10%	-26%

Arranged by count of non-hydrogen atoms (lowest first): three of the compounds above.
SMILES	Tau ThT inhib	aGal spleen mod	TR SRC2 fluor cs	Tau FP inhib	Tau fluor cs	ALDH1A1 block	L3MBTL1 block	TRb-SRC2 inh
N#CCSc1nc2c(cc1C#N)CCCCCC2	-1%	2%	-1%	5%	-11%	?	10%	-26%
CCCS(=O)(=O)n1nc(-c2ccc(Br)cc2)cc1N	-4%	-11%	0%	-14%	?	12%	?	2%
Cc1ccc(NC(=S)N/C(=N/S(=O)(=O)c2ccccc2)c2ccccc2)cc1	-5%	-4%	-1%	0%	-12%	?	/	1%
